Nrf2 ARE act: qHTS of Nrf2 Activators | 410,000 tested, 0.31% active | Potency, µM (highest dose often 46.1 µM), inactives show at the top dose activation, hits mostly activators | AID 624171, 2012 | AREc32 ARE-luciferase reporter (MCF7-derived line), luminescence, 24 h; note: potency is the fitted concentration of half-maximal effect; % of control where 0% means no effect; nearly all actives have a fitted effect of over 65% in size
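Cells of the AREc32 ARE-luciferase line are plated in OPTI-MEM containing 5% FBS and left overnight at 37 deg C. Compounds are pinned in, incubation continues 24 hr, and firefly luciferase signal is then measured.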
S2 tox: Viability Counterscreen for Primary qHTS for Inhibitors of ATXN expression; S2 cells (HEK-293 line with an ATXN2-luciferase reporter) viability, CellTiter-Fluor protease fluorescence, 24 h; 400,000 tested, 0.49% active; Potency, µM (series often up to 56.7 µM), usual class: cytotoxic; AID 651635, 2014; note: potency is the fitted concentration of half-maximal effect; nearly all actives have a fitted effect of over 40% in size
CCT modulator: High-Throughput Screening for Modulators of Cytosolic Chaperonin Activity; purified chaperonin ATPase assay, HTRF ADP detection, 30 min; activity change, % (no concentration beside the values), hits read low; 360,000 tested, 0.3% active; AID 651819, 2012; in the data active = activity change below about -30%; note: % is set by controls: 0 for no effect and ±100 for the full control effect
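ATPase activity: ADP formed was measured by HTRF Transcreener (665/615 nm ratio) after 30 min at 37 deg C with 10 uM ATP. Compounds screened at one 76 uM concentration against 40 or 20 nM TRiC in Tris pH 7.4/KCl/MgCl2/DTT buffer.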
TGFb inhibitor: qHTS for Inhibitors of TGF-b | Potency, µM (titrated, usually from 46.1 µM), for the others: at the highest dose activity, negative = inhibition, most hits filed as inhibitors | AID 588855, 2011 | 410,000 tested, 1.2% active | HepG2 CAGA-GFP TGF-b/SMAD3 reporter, GFP fluorescence, 18 h; TGF-beta stimulated, 500 pg/mL final; note: potency is the fitted concentration of half-maximal effect; % is set by controls: 0 for no effect and ±100 for the full control effect; nearly all actives have a fitted effect of over 65% in size
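Using HEPG2 CAGA-GFP reporter cells at 1000 cells/well, we pinned test compounds, stimulated with recombinant TGF-beta (500 pg/mL final) and measured total well GFP after 18 h.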
A549 viability: Nrf2 qHTS screen for inhibitors: counterscreen for cytotoxicity. 390,000 tested, 0.16% active. Potency, µM (series often up to 46 µM), inactives show top-dose activity change, negative = cytotoxicity, actives largely listed as inhibitors. AID 504648, 2011. A549 ARE-Fluc cells, CellTiter-Fluor viability, 18-24 h; note: potency is the fitted concentration of half-maximal effect; % is set by controls: 0 for no effect and ±100 for the full control effect
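A549 ARE-Fluc cells in 5% FBS OPTI-MEM, 5000 cells/well, rested 2 h then exposed to compounds in concentration-response for 18-24 h at 37 °C. Viability by CellTiter-Fluor fluorescence (Ex 405/Em 525) after 30 min; luciferase luminescence (BugLite, 15 min, RT) read afterwards.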
MmCpn inh: Inhibitors of TCP-1 ring complex (TRiC) of Methanococcus maripaludis (MmCpn): qHTS; purified Mm-Cpn ATPase, ADP Transcreener TR-FRET; Potency, µM (highest dose often 76.9 µM), without a hit: at the top dose activity, negative = inhibition, usual class: inhibitors; 330,000 tested, 0.031% active; note: potency is the fitted concentration of half-maximal effect; % is set by controls: 0 for no effect and ±100 for the full control effect; nearly all actives have a fitted effect of over 80% in size
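ATP (10 uM final) was added to archaeal chaperonin (25 nM final) after 10 min exposure to test compound at 37°C; after 30 min further incubation, ADP was detected by competitive TR-FRET.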
Nrf2 inh: Nrf2 qHTS screen for inhibitors. 360,000 tested, 2.1% active. A549 ARE-Fluc reporter, luciferase luminescence, 18-24 h. Potency, µM (series often up to 46 µM), inactives show at the highest dose activity change, negative = inhibition, usual class: inhibitors. AID 504444, 2011; note: potency is the fitted concentration of half-maximal effect; % is set by controls: 0 for no effect and ±100 for the full control effect; nearly all actives have a fitted effect of over 60% in size
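Nrf2 activity is the BugLite luminescence, read 15 min after reagent at room temperature, following CellTiter-Fluor cytotoxicity readout (30 min, 37C). Compound titrations were applied for 18-24 h to 5000 A549 ARE_Fluc cells/well in 5% FBS OPTI-MEM.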
HepG2 tox: qHTS for Inhibitors of TGF-b: Cytotox Counterscreen | AID 588856, 2011 | Potency, µM (top dose mostly 46.1 µM), for the others: at the top dose activity change, negative = cytotoxicity, usual class: cytotoxic | 410,000 tested, 0.76% active | HepG2 CAGA-GFP viability, ATP luminescence, 18 h; note: potency is the fitted concentration of half-maximal effect; some results filed as inactive show a strong effect at the top dose
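CellTiter-Glo luminescence gave cytotoxicity after 18 hours at 37 degrees C. The cells were HepG2 CAGA-GFP in 1% FBS DMEM, stimulated with 500 pg/mL TGF-beta after compound addition. %Activity was normalised to no-cell wells (complete cell-killing) and DMSO (no toxicity), and curves were fitted and classified.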
pAkt inh: HTS Assay for Inhibitors of Akt Phophorylation: Primary Screen; 360,000 tested, 0.32% active; activity change, % for hits at 50 µM; Neuro2A IGF-stimulated pAkt S473 HTRF, 20 min; stronger effect = lower value; in the data active = activity change below about -80%; inconclusive = mostly about -51% to -80%; note: % is set by controls: 0 for no effect and ±100 for the full control effect
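Neuro2A cells (4,500/well, DMEM with 0.5% FBS) were treated with compound at a single 50 µM final concentration, stimulated with 6 nM IGF for 20 min at 37 °C, and lysed. Phospho-Akt Ser473 was read by HTRF as 665/615 ratio ×10^4.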
Active calls of the source: *; i = inactive; ? = inconclusive; · = no result given; & = joins results of further samples; [ ] = remark or other dose. Unless noted, calls come from the whole dose curve; as a rule, active = well fitted curve in the direction sought with a large enough effect; inconclusive = small, poorly fitted or top-dose-only effect, or another doubt; inactive = no such curve, though single readings can be large; an effect the other way counts as inactive or inconclusive. Compounds as they come (roughly 4.4% active in at least one column).

SMILES	Nrf2 ARE act	S2 tox	CCT modulator	TGFb inhibitor	A549 viability	MmCpn inh	Nrf2 inh	HepG2 tox	pAkt inh
Cc1cccc(OC2CCN(Cc3nc(CC4CC4)no3)CC2)c1	0.2%	i	-0.2	-2%	20%	0%	-25%	-6%	i
COc1cc(NC(=O)COC(=O)CO/N=C(\C)c2ccc3c(c2)OCO3)cc(OC)c1OC	0.3%	i	-2.1	?	0%	-2%	19%	-35%	i
CCN(Cc1ccncc1)C(=O)CCc1ccccc1	-1.1%	i	0.8	-8%	8%	1%	14%	-2%	i
COc1cccc(CN2CCNC(=O)C2CC(=O)N(C)Cc2cnccn2)c1OC (centres undefined)	-0.5%	i	-0.1	18%	5%	-1%	2%	22%	i
CCCCNC(=O)c1cn(-c2ccc(OCC)cc2)c(=O)c2cc(OC)c(OC)cc12	-0.5%	i	-3.9	-3%	-10%	-12%	?	-9%	i
COC(=O)CN(c1ccc2c(c1)OCO2)S(C)(=O)=O	1.9%	i	2.0	-12%	3%	-1%	4%	0%	i
CN(C)c1cc(-c2ccccc2)nc(-c2ccccc2)n1	3.9%[9.22 µM]	i	0.7	0%	-1%	?	-9%	3%	i
C=Cn1cc(CNC[C@H]2O[C@@H](n3cc(C)c(=O)[nH]c3=O)C[C@@H]2O)c(C)n1	-0.7%	i	-0.1	0%	·	·	·	-2%	i
COc1ccc(C2=NO[C@@](CC(=O)O)(C(=O)Nc3ccc4c(c3)OCCO4)C2)cc1	2.7%	?	-0.6	9%	4%	1%	17%	1%	i
O=C1NC(=O)C2(CCc3ccccc32)N1 (centres undefined)	0.4%	i	1.8	-6%	-6%	1%	-11%	1%	i
O=C(O)c1ccc(Nc2nc(-c3cccnc3)cs2)cc1	0.8%	i	-4.0	3%	-3%	-4%	23%	-10%	i
CCc1nnc(SCCSc2nnc(CC)n2N)n1N	1.3%	i	0.8	-8%	-7%	-6%	13%	-10%	i
CCc1ccc(NC(=O)CN(C)S(=O)(=O)c2ccc3c(c2)c(=O)n(C)c(=O)n3C)cc1	-0.9%	i	·	-29%	-2%	·	5%	-21%	·
Cc1ccc(S(=O)(=O)/C(C#N)=C/c2c[nH]c3ccccc23)cc1	2.8%	i	0.4	?	-23%	2%	16µM*	-30%	i
COc1ccc(-c2onc(C)c2C)cc1S(=O)(=O)N1CCC(C)CC1	-0.6%	·	·	0%	-19%	·	?	-14%	·
CC(C)CCn1c(NCCN(C)C)nc2c1c(=O)[nH]c(=O)n2C	0.6%	i	-3.2	36%[activator]	1%	2%	-18%	2%	i
COC(=O)COc1ccc(S(=O)(=O)N2CCOCC2)cc1C	9.7%	i	0.5	-4%	0%	1%	19%	8%	i
CCn1cc(C(=O)NCCCOC)c(=O)c2cc(S(=O)(=O)N3CCC(C)CC3)ccc21	0.2%	i	-3.2	-1%	0%	-4%	-7%	-16%	i
Cc1c(-c2ccccc2)oc2c(C(=O)OCC(=O)Nc3cccc(F)c3)cccc2c1=O	3.2%	i	-2.0	8%	0%	0%	-16%	10%	i
COc1ccccc1CNC(=O)c1cc2sccc2n1C	0.4%	i	0.2	-2%	1%	?	-9%	-3%	i
Cc1ccc2nc(CSc3nnc(Cc4cccs4)n3C3CCCCC3)cc(=O)n2c1	0.3%	i	0.0	16%	-6%	-2%	3%	-4%	i
CCOC(=O)C1CCCN(C(=O)c2cc(-c3ccc(C)cc3)nc3ccccc23)C1 (centres undefined)	3.0%	i	-0.3	-6%	1%	3%	2%	-26%	i
Nc1nc(NCc2ccco2)nc(N2CCCCCC2)c1[N+](=O)[O-]	15%	i	0.9	?	-15%	-3%	?	-13%	i
Cc1ccc(S(=O)(=O)Cn2nnnc2C(CC(C)C)N2CCN(c3ccc(F)cc3)CC2)cc1 (centres undefined)	-0.4%	i	0.0	-2%	1%	0%	-8%	-20%	i
OCc1nc2ccccc2n1CCOc1ccccc1	1.6%	i	0.1	2%	13%	·	20%	0%	i
Cc1ccc(Cl)cc1NC(=S)N1CCC(c2ccccc2)C1 (centres undefined)	0.0%	i	-3.3	3%	-1%	3%	8%	-2%	i
O=C(c1ccc(Cl)c(F)c1F)N1CCCC1	-0.5%	i	-2.2	-3%	2%	1%	7%	-5%	i
CCCC12CN3CC(CCC)(CN(C1)C3c1ccc(OCc3ccccc3)cc1)C2=O (centres undefined)	1.3%	i	·	?	-7%	·	?	7%	·
Cc1ccc(S(=O)(=O)N2CCCCC2)cc1NC(=O)CSc1nnc(C2CC2)n1C	0.1%	i	1.2	-2%	2%	-6%	2%	-11%	i
Nc1nc(COC(=O)C2CCN(C(=O)c3ccc(Cl)cc3)CC2)nc(Nc2ccccc2)n1	4.0%	i	-22	2%	1%	2%	13%	-7%	i
CCc1nnc(NC(=O)CSc2ccc(-c3ccc(-n4cccn4)cc3)nn2)s1	1.8%	i	-1.9	12%	3%	1%	-5%	-11%	i
CC(C(=O)Nc1ncc2c(n1)CC(C)(C)CC2=O)N1C(=O)c2ccccc2C1=O (centres undefined)	-0.3%	i	-0.9	-3%	-3%	0%	23%	2%	i
CC(=O)Nc1c(C)nn(-c2ccccc2)c1N1CCC(C(=O)NCc2cccc(F)c2)CC1	4.9%	·	·	-1%	4%	·	·	3%	·
CC1=C(C(=O)OCc2ccccc2)C(c2ccc(Cl)cc2)NC(=O)N1CCCCCC(=O)O (centres undefined)	-0.6%	i	0.3	2%	-5%	-1%	-17%	-6%	i
CC(=O)c1cccc(NC(=O)c2nccnc2C(=O)O)c1	-0.4%	i	-0.9	-3%	2%	1%	·	1%	·
COc1ccc2nc(NC(=O)c3c(C)noc3C)sc2c1	31%	i	0.1	0%	5%	-1%	17%	-19%	i
N=c1c2c3c(sc2nc2n1CCCCC2)CCCC3	3.2%	?	-7.0	-1%	-8%	-7%	15%	-5%	i
CCOc1cc(/C=C2\C(=O)NN(c3ccccc3)C2=O)cc([N+](=O)[O-])c1O	0.0%	?	0.6	?	-7%	-1%	-2%	-17%	i
O=C1NC[C@H](CCCCN2CCN(CCC3CCCCC3)C(=O)C2=O)N(CCc2ccc(O)cc2)C1=O	0.5%	i	-1.5	·	·	·	·	·	i
CCn1c2ccccc2c2cc(NS(=O)(=O)c3ccccc3C)ccc21	-0.5%	i	-0.4	?	-25%	-1%	?	11%	i
CC1CC(C)(C)CC2(C1)NC(=O)N(CC(=O)OCC(=O)Nc1cc(S(=O)(=O)N3CCCCC3)ccc1Cl)C2=O (centres undefined)	0.1%	?	0.3	?	-5%	·	-11%	-3%	i
CCCNC(=S)N1CCN(C(c2ccccc2)c2ccccc2)CC1	0.4%	i	1.1	-4%	-2%	0%	-6%	-1%	i
C=CCOc1ccc(/C=C2\C(=N)N3N=C(S(=O)(=O)CC)SC3=NC2=O)cc1OC	-0.4%	i	-1.9	-2%	-2%	-3%	0%	0%	i
CN1CCC(=NNC(=O)C(=O)NC2CCCCC2)CC1	-0.1%	i	0.3	1%	-1%	-1%	-4%	4%	i
CCN(C(=O)C(NS(=O)(=O)c1cccc2nsnc12)c1ccccc1)c1ccccc1 (centres undefined)	3.9%	i	·	-17%	?	·	-16%	-21%	·
Cc1nc(/N=C(\N)NC(=O)c2ccccc2)nc2ccccc12	?	i	-3.7	?	-1%	5%	?	-55%	i
CCCN(Cc1cccs1)C(=O)Nc1cc(Cl)c(OC)cc1OC	0.4%	·	·	16%	6%	·	-15%	11%	·
O=C(N[C@H]1CCC(=O)N([C@H](CSc2ccc(Br)cc2)Cc2ccccc2)CC1)OCc1ccccc1	-0.2%	i	-0.2	?	-6%	2%	-1%	-1%&-27%	i
COc1ccc(NC(=O)c2c(NCc3cccc(F)c3)sc3c2CCC3)c(OC)c1	27%	·	·	-19%	2%	·	·	-34%	·
Cc1nn(-c2cc(N3CCNCC3)ccc2[N+](=O)[O-])c(=O)c2ccccc12	0.1%	?	0.3	4%	-23%	0%	-9%	-2%	i
O=C1C(O)CCN1Cc1ccccc1 (centres undefined)	-0.4%	i	-0.6	11%	-5%	·	-12%	2%	i
CCOc1cccc(-c2nnc(SCC(=O)Nc3cc(C)ccc3OC)n2N)c1	0.5%	i	-0.5	36%[activator]	15%	3%	-1%	-6%	i
CCOC(=O)c1cnc(SC2CC(=O)N(c3ccccc3)C2=O)nc1N (centres undefined)	-0.1%	i	0.6	-5%	0%	-4%	11%	-39%	i
CCc1ccc(S(=O)(=O)Nc2ccc3[nH]c(=O)sc3c2)cc1	5.3%	·	·	4%	2%	·	·	-23%	·
COc1ccc(/C=C2/SC(=O)N(NS(=O)(=O)c3ccccc3)C2=S)cc1OC	4.7%	?	-1.2	14%	-14%	-1%	2%	-26%	i
COc1ccc(C(=O)c2ccc(Cl)cc2Cl)cc1	0.2%	i	-2.1	-31%	-2%	0%	·	-25%	i
Cc1c(Cl)cccc1NC(=S)N(CCCN1CCOCC1)Cc1ccco1	1.8%	i	-0.6	-7%	11%	-2%	-4%	-7%	i

Rewritten bar-delimited: entries from further up
SMILES | Nrf2 ARE act | S2 tox | CCT modulator | TGFb inhibitor | A549 viability | MmCpn inh | Nrf2 inh | HepG2 tox | pAkt inh
O=C(N[C@H]1CCC(=O)N([C@H](CSc2ccc(Br)cc2)Cc2ccccc2)CC1)OCc1ccccc1 | -0.2% | i | -0.2 | ? | -6% | 2% | -1% | -1%&-27% | i
COc1ccc(NC(=O)c2c(NCc3cccc(F)c3)sc3c2CCC3)c(OC)c1 | 27% | · | · | -19% | 2% | · | · | -34% | ·
